HePTP inhibitor: inhibitors of human HePTP phosphatase, primary screen, biochemical, absorbance, leukemia target; Tyrosine-protein phosphatase non-receptor type 7 (Homo sapiens), P35236; recombinant HePTP phosphatase activity, OD absorbance; inhibition, % at 20 µM; actives 0.64% (n = 110,000); in the data active means inhibition above about 50%;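 further: plate controls were vehicle for no effect and reference inhibitor for full effect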
Target sequence (P35236 whole entry, looked up): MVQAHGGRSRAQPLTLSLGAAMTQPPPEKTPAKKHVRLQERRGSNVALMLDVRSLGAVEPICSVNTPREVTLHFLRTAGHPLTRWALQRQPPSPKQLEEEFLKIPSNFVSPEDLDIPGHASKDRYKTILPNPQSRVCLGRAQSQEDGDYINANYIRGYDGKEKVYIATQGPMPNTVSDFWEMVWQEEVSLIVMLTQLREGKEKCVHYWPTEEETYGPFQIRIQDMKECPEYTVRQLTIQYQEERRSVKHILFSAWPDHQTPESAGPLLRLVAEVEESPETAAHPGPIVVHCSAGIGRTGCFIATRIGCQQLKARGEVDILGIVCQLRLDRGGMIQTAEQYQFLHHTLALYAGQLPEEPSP
BAP1 inh: inhibitors of BAP1 deubiquitinase, primary screen, biochemical, Ub-AMC fluorescence, kinetic; activity remaining (% of control), % at 20 µM; Ubiquitin carboxyl-terminal hydrolase BAP1 (Homo sapiens), Q92560; recombinant BAP1, Ub-AMC hydrolysis fluorescence kinetic; active compounds read low; actives 0.48% (n = 72,000); AID 436, 2006;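 active means activity remaining at or below 50% of control, provided the compound also passes the data quality filters; inactive means the rest, including low values that fail the filters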;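 further: 100% = DMSO wells rate and 0% = substrate alone blank rate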
Target sequence (Q92560 whole entry, looked up): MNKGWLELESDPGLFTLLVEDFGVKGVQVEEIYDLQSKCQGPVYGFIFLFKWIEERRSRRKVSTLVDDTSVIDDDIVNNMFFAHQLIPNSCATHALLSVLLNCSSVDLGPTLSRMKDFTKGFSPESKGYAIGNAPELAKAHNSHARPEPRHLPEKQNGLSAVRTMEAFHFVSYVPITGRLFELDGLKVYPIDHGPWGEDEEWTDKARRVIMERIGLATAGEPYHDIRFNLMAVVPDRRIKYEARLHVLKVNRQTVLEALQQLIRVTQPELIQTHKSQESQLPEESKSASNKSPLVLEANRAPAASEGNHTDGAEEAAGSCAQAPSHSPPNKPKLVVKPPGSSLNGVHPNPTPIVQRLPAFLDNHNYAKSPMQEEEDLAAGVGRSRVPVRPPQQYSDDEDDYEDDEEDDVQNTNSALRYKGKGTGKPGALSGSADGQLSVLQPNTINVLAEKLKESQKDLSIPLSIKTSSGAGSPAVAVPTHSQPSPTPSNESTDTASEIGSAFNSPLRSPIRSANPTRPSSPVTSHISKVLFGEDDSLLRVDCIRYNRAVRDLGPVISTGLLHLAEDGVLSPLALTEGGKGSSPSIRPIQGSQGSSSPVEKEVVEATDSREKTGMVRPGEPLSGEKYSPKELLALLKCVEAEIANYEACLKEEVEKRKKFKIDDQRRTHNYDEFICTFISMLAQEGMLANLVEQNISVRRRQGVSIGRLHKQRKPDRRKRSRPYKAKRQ
* = called active by the depositor; & = joins results of further samples.

`CC(=O)c1cccc(NC(=O)N2CCCC2C(=O)NCc2ccc(F)cc2)c1` (stereo not drawn) gave HePTP inhibitor 15 and BAP1 inh 93.
For Cc1ccc2oc(-c3cccc(NC(=O)/C=C/c4cccc([N+](=O)[O-])c4)c3C)nc2c1 the results were HePTP inhibitor -2.
For COc1ccccc1C1/C(=C(/O)c2cnn(-c3ccccc3)c2C)C(=O)C(=O)N1CCN(C)C (stereo not drawn) the results were HePTP inhibitor 2 and BAP1 inh 93.
For CCOc1ccc(C(=O)Nc2cc(C)on2)cc1OCC the results were HePTP inhibitor 12 and BAP1 inh 148.
`CC(C)OCCCNC(=O)c1cccs1` gave HePTP inhibitor -2 and BAP1 inh 134.
`COC(=O)[C@H](CCSC)NC(=O)NCc1ccccn1` gave HePTP inhibitor 1 and BAP1 inh 98.
N#Cc1c(C(F)(F)F)cc(C2CC2)[nH]c1=O was read as HePTP inhibitor -4.
`O=C(OCN1C(=O)c2ccccc2C1=O)c1cccs1` gave BAP1 inh 83.
Screening Cc1ccc(NC(=O)COc2ccc3ccccc3c2)cc1Cl returned HePTP inhibitor -3.
Screening CCOc1ccc(N(CC(=O)Nc2ccc(OC)cc2)S(=O)(=O)c2ccc(SC)cc2)cc1 returned HePTP inhibitor 4.
For CCC(C)(C)n1nnnc1C(c1ccc2ncccc2c1)N1CCN(Cc2ccc3c(c2)OCO3)CC1 (stereo not drawn) the results were HePTP inhibitor -1 and BAP1 inh 99.
Screening CCOc1ccc(NC(=O)CSC2=C(C#N)C(c3ccc4c(c3)OCO4)CC(=O)N2)cc1 (stereo not drawn) returned HePTP inhibitor 4.
O=C(c1cc2nc(-c3ccc([N+](=O)[O-])cc3)cc(C(F)(F)F)n2n1)N1CCOCC1 was read as HePTP inhibitor -6.
`COc1ccc(-c2nnc(SCC(=O)NC(C)C)n2CC2CCCO2)cc1OC` (stereo not drawn) gave HePTP inhibitor 6.
Screening O=S(=O)(N1CCOCC1)n1c(Cc2ccccc2)nc2ccccc21 returned HePTP inhibitor 5 and BAP1 inh 119.
Screening COc1cc(C(=S)N2CCCCC2)cc(Br)c1O returned HePTP inhibitor -7.
Cc1cc(C)c2nc3s/c(=C\c4ccc([N+](=O)[O-])cc4)c(=O)n3c2c1 was read as HePTP inhibitor -6.
CN(C)CC(O)CN(c1ccccc1)S(=O)(=O)c1ccc([N+](=O)[O-])cc1 (stereo not drawn) was read as HePTP inhibitor 0.
`O=C(Nc1ncc(Cc2ccc(Cl)cc2Cl)s1)c1ccc([N+](=O)[O-])cc1` gave HePTP inhibitor 1.
For Cc1ccc(Cn2c(NC(=O)c3ccccc3)nc3ccccc32)cc1 the results were HePTP inhibitor 10.
For COc1ccccc1N1CCN(CCCCNS(=O)(=O)c2cccc3c(N(C)C)cccc23)CC1 the results were BAP1 inh 89.
For CC12CCC(C(=O)N3CCN(C(=O)C45CCC(C)(C(=O)O4)C5(C)C)CC3)(OC1=O)C2(C)C the results were HePTP inhibitor 8 and BAP1 inh 93.
COC(=O)c1onc(C(=O)c2ccccc2)c1C(=O)OC was read as HePTP inhibitor 8 and BAP1 inh 84.
`COc1c(Cl)cc(Cl)cc1/C=c1\sc2nc3c(C)c(C)ccc3n2c1=O` gave HePTP inhibitor 15.
CCCOc1cccc(C(=O)O)c1 was read as HePTP inhibitor 4 and BAP1 inh 84.
`O=C1N/C(=N/N=C/c2ccccc2)SC1Cc1cccc(Cl)c1` (stereo not drawn) gave HePTP inhibitor -7.
For Cn1c(=N)c(S(=O)(=O)c2ccccc2)cc2c(=O)n3ccccc3nc21 the results were HePTP inhibitor -10.
COc1ccc(C2C3=C(CC(C)(C)CC3=O)Nc3c2c(=O)[nH]c2nc(C)nn32)cc1 (stereo not drawn) was read as HePTP inhibitor 4 and BAP1 inh 54.
Screening Cc1ccc(NC(=O)COc2ccc(C34CC5CC(CC(C5)C3)C4)cc2)cc1 returned BAP1 inh 78.
CCOC(=O)c1cnc2c(cnn2CC)c1NN=C(C)C was read as BAP1 inh 93.

The final 7 entries of the section before lead into the next.
`COc1c(Cl)cc(Cl)cc1/C=c1\sc2nc3c(C)c(C)ccc3n2c1=O` gave HePTP inhibitor 15.
CCCOc1cccc(C(=O)O)c1 was read as HePTP inhibitor 4 and BAP1 inh 84.
`O=C1N/C(=N/N=C/c2ccccc2)SC1Cc1cccc(Cl)c1` (stereo not drawn) gave HePTP inhibitor -7.
For Cn1c(=N)c(S(=O)(=O)c2ccccc2)cc2c(=O)n3ccccc3nc21 the results were HePTP inhibitor -10.
COc1ccc(C2C3=C(CC(C)(C)CC3=O)Nc3c2c(=O)[nH]c2nc(C)nn32)cc1 (stereo not drawn) was read as HePTP inhibitor 4 and BAP1 inh 54.
Screening Cc1ccc(NC(=O)COc2ccc(C34CC5CC(CC(C5)C3)C4)cc2)cc1 returned BAP1 inh 78.
CCOC(=O)c1cnc2c(cnn2CC)c1NN=C(C)C was read as BAP1 inh 93.
Screening O=C(CN1C(=O)COc2ccccc21)NCCC1=CCCCC1 returned HePTP inhibitor 9 and BAP1 inh 111.
For Cc1sc2c(=O)n3c(nc2c1C(=O)NC1CCCCC1)CCCCC3 the results were HePTP inhibitor -6.
Screening c1ccc(-c2nc(N3CCN(c4ccccc4)CC3)nc(-n3ccnc3)n2)cc1 returned HePTP inhibitor 16 and BAP1 inh 117.
COc1ccc(Br)cc1C(=O)Nc1cccc(C(C)=O)c1 was read as HePTP inhibitor -8.
For O=C(NCc1ccc(Cl)c(Cl)c1)c1cccc(F)c1 the results were HePTP inhibitor -6.
`O=C(N/N=C/C=N/NC(=O)c1ccccc1Cl)c1ccccc1Cl` gave HePTP inhibitor 1.
For CC1(C)N([O-])C(c2cccs2)=C[N+]1=O the results were HePTP inhibitor 10&1 and BAP1 inh 96.
For CCCCSc1nc(C)c(CC(=O)O)c(=O)[nH]1 the results were HePTP inhibitor -6 and BAP1 inh 95.
For Cc1ccccc1NC(=O)CN(c1ccc(Cl)cc1)S(C)(=O)=O the results were HePTP inhibitor 1.
`N/C(=N\OC(=O)COc1ccccc1)c1cccnc1` gave HePTP inhibitor -2.
For COC(=O)c1cnn2c(C(F)(F)F)cc(-c3ccco3)nc12 the results were HePTP inhibitor 10 and BAP1 inh 81.
`O=C(CN1C(=O)CSc2ccccc21)NCCC1=CCCCC1` gave HePTP inhibitor 0 and BAP1 inh 96.
Screening O=C(Nc1cccnc1)c1ccc(-c2ccccc2[N+](=O)[O-])o1 returned HePTP inhibitor 3.
For O/N=C1\CC/C(=N\O)c2nn(-c3ccccc3Cl)nc21 the results were HePTP inhibitor -2 and BAP1 inh 105.
Screening c1ccc(-c2cc3c(nn2)CCc2nonc2-3)cc1 returned HePTP inhibitor -5 and BAP1 inh 121.
For Oc1ccc(/C=N/Nc2nc3ccccc3s2)cc1 the results were HePTP inhibitor 2.
Cc1cc(NS(=O)(=O)c2ccc(NC(=O)c3ccco3)cc2)nc(C)n1 was read as HePTP inhibitor -1.
`O=C(CCSc1ccccc1)N1CCOCC1` gave HePTP inhibitor 2 and BAP1 inh 117.
For Cc1cc(C)c2nc(NC(=O)c3ccc(F)c(F)c3)sc2c1 the results were HePTP inhibitor -1.
`COc1ccc(CC(NC(C)=O)C(=O)N2CCN(C(=O)Nc3ccc(Cl)cc3)CC2)cc1OC` (stereo not drawn) gave HePTP inhibitor 2 and BAP1 inh 94.
For CCOc1ccccc1N(CC(=O)OC)S(C)(=O)=O the results were HePTP inhibitor 3 and BAP1 inh 98.
`COc1ccc(CN(CC(=O)NCC2CCCO2)C(=O)CNS(=O)(=O)c2ccc(C)cc2)cc1` (stereo not drawn) gave HePTP inhibitor 6 and BAP1 inh 107.
`COc1ccc(S(=O)(=O)Nc2cccc(C(=O)O)c2)cc1C(=O)NC1CCCCC1` gave BAP1 inh 136.
For COCC(=O)Nc1sc2c(c1C(=O)OC)CCCC2 the results were HePTP inhibitor 2 and BAP1 inh 98.
For C/C(CC(O)c1ccc2ccccc2n1)=N/O (stereo not drawn) the results were HePTP inhibitor -3.
Screening CCCCn1c(CNC(=O)CC)nc2ccccc21 returned HePTP inhibitor 9 and BAP1 inh 94.
Screening CN1CCN(C2=Nc3ccccc3Oc3ccc(Cl)cc32)CC1 returned HePTP inhibitor 2 and BAP1 inh 128&96.
`N#CCc1ccc(NC(=O)Nc2cccc(Cl)c2)cc1` gave HePTP inhibitor 8 and BAP1 inh 72.
CC(C)CNC(=O)c1cccc(NC(=O)c2ccc(NC(=O)c3ccco3)cc2)c1 was read as HePTP inhibitor -1 and BAP1 inh 123.
Screening COc1cccc(-n2nnnc2SCC(=O)c2ccc(NC(C)=O)cc2)c1 returned HePTP inhibitor -5 and BAP1 inh 102.

Part of the list above in order of SMILES length, smallest number first:
Screening CCCCn1c(CNC(=O)CC)nc2ccccc21 returned HePTP inhibitor 9 and BAP1 inh 94.
`COc1ccc(S(=O)(=O)Nc2cccc(C(=O)O)c2)cc1C(=O)NC1CCCCC1` gave BAP1 inh 136.
`COc1ccc(CN(CC(=O)NCC2CCCO2)C(=O)CNS(=O)(=O)c2ccc(C)cc2)cc1` (stereo not drawn) gave HePTP inhibitor 6 and BAP1 inh 107.

New compounds follow
`CC(=O)Nc1ccc(Cl)c(C(N)=O)c1` gave HePTP inhibitor 12&2 and BAP1 inh 71.
`COc1ccc(CCNC(=O)Nc2ccccc2Cl)cc1OC` gave HePTP inhibitor 3.
For Cc1noc(C)c1S(=O)(=O)N(CC(=O)N1CCc2ccccc21)c1ccc(C(C)C)cc1 the results were HePTP inhibitor -1 and BAP1 inh 81.
COc1ccc(Br)cc1S(=O)(=O)N(CC(=O)N1CCOCC1)c1ccccc1 was read as HePTP inhibitor 8 and BAP1 inh 105.
`O=C(CC1SC2=NCCN2C1=O)Nc1ccccc1` (stereo not drawn) gave HePTP inhibitor 6 and BAP1 inh 79.
For CCOc1ccc(C(=O)Nc2ccc(OC)c(Cl)c2)cc1 the results were HePTP inhibitor 3.
For CCc1ccc(C(=O)NC2CCCCC2)s1 the results were HePTP inhibitor 4 and BAP1 inh 96.
Screening CC(C)NC(=O)N(O)C1N(Cc2ccc3c(c2)OCO3)C(=S)SC1(C)C (stereo not drawn) returned HePTP inhibitor 1 and BAP1 inh 97.
`Cc1ccccc1S(=O)(=O)Cc1ccc(C(=O)N2CC(C)CC(C)C2)o1` (stereo not drawn) gave HePTP inhibitor 4 and BAP1 inh 84.
O=C(CCC(NC(=O)OCc1ccccc1)C(=O)OCc1ccccc1)Nc1ccccc1 (stereo not drawn) was read as HePTP inhibitor -14.
For CS(=O)(=O)N1CCCC(C(=O)NCc2ccco2)C1 (stereo not drawn) the results were HePTP inhibitor 6 and BAP1 inh 107.
Screening CCOC(=O)c1ccc(CNC(=O)c2cc3cccc(OC)c3oc2=O)o1 returned HePTP inhibitor 3 and BAP1 inh 95.
For O=C(CNC(=O)c1ccco1)Nc1cc(Cl)ccc1N1CCOCC1 the results were HePTP inhibitor -2 and BAP1 inh 84.
`O=C(CSc1ncnc2sc3c(c12)CCCCC3)NCc1ccco1` gave HePTP inhibitor -15 and BAP1 inh 100.
Screening O=C(CSc1ncnc2c1cnn2-c1ccccc1)Nc1ccccc1 returned HePTP inhibitor -11 and BAP1 inh 68.
`CC(C)NC(=O)C(=O)NNC(=O)C12CC3CC(CC(C3)C1)C2` gave HePTP inhibitor 0.
Screening COc1ccc(CC(=O)N2CCN(c3ccccc3)CC2)cc1OC returned HePTP inhibitor 6.
`COC(=O)c1ccc(NC(=O)CN2CCCC2)cc1` gave HePTP inhibitor 4 and BAP1 inh 89.
`O=C(c1cnc2n(c1=O)CCS2)N1CCN(C(c2ccccc2)c2ccc(Cl)cc2)CC1` (stereo not drawn) gave HePTP inhibitor 1 and BAP1 inh 98.
`Cc1ccc(N2CC(C(=O)N3CCCCC3)CC2=O)cc1` (stereo not drawn) gave HePTP inhibitor -2.
Screening COc1ccc(/C=C/C(=O)O)cc1S(=O)(=O)NCc1ccccc1 returned HePTP inhibitor -6.
COc1ccc(N/C(N)=N/c2nc(CSc3ccc(C)cc3)cc(=O)[nH]2)cc1 was read as HePTP inhibitor 7 and BAP1 inh 57.
For CCOC(=O)c1c(C)oc2c1C(=O)c1ccccc1C2=O the results were HePTP inhibitor 6.
For Cc1ccc(C2NC(=O)c3c(sc4c3CCN(C)C4)N2)o1 (stereo not drawn) the results were HePTP inhibitor -4 and BAP1 inh 79.
`Clc1ccc(Cn2nnc(-c3ccc(CN4CCOCC4)cc3)n2)cc1` gave HePTP inhibitor 10 and BAP1 inh 113.
CC1(C)CC(C(CCN)c2ccc(F)cc2)CCO1 (stereo not drawn) was read as HePTP inhibitor 6.
COCCN1C(=O)C(=O)/C(=C(/O)c2ccccc2)C1c1ccc(F)cc1 (stereo not drawn) was read as HePTP inhibitor -16.
`Cc1nn(-c2nc3ccccc3s2)c(N)c1-c1ccc(Cl)cc1` gave BAP1 inh 59.
CC1(C)Cc2c(sc3c2c(=N)n(Cc2ccco2)c(=O)n3CC(=O)Nc2ccccc2)CO1 was read as HePTP inhibitor 12 and BAP1 inh 90.
For Cc1nn(Cc2ccc(C(=O)Nc3ccc(C(=O)OC(C)C)cc3)o2)c(C)c1Cl the results were HePTP inhibitor -4 and BAP1 inh 84.
`COc1ccc(C(=O)Nc2ccc(N3CCN(C(C)=O)CC3)cc2)cc1OC` gave HePTP inhibitor 0.
`CCOC(=O)C(CCOc1ccc(C)cc1C)C(=O)OCC` gave HePTP inhibitor 1.

Two entries drawn at random from those above:
`Clc1ccc(Cn2nnc(-c3ccc(CN4CCOCC4)cc3)n2)cc1` gave HePTP inhibitor 10 and BAP1 inh 113.
COc1ccc(N/C(N)=N/c2nc(CSc3ccc(C)cc3)cc(=O)[nH]2)cc1 was read as HePTP inhibitor 7 and BAP1 inh 57.

Source: PubChem BioAssay
